# Assay outcomes as filed in PubChem.
# Dyrk1A ADPGlo = blocks rat Dyrk1A kinase activity. Q63470. AID 504441. hit rate 0.43% among 310,000. inhibition, % at 12.5 µM. ADP-Glo luminescence, NFATc1 peptide; in the data active = inhibition above about 50%;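 note: plate controls were vehicle with enzyme for no effect and no enzyme for full effect; many of its hits are not listed in these tables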
# TMEM16A act = activators or potentiators of mouse TMEM16A chloride channel | HEK293 TMEM16A/YFP-H148Q/I152L, iodide quench fluorescence; hits give low values | B-score at 10 µM | hit rate 0.3% among 340,000;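 active = fluorescence-ratio B-score plate-corrected deviation score at least 3 library SD below zero, with starting fluorescence score within 5 deviations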;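 note: channel opened by trigger with iodide after compound preincubation; score built on the fluorescence ratio of max minus min over baseline; more negative score means more quench and so TMEM16A activation or potentiation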
# KCNK3 inh = human KCNK3 channel inhibition, primary screen. O14649. CHO-KCNK3 thallium flux, FluxOR fluorescence; hits give low values. B-score at 10 µM. hit rate 0.84% among 340,000. AID 602410;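 active = B-score under library mean minus 4 SD, starting fluorescence ratio at most library mean plus 5 SD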;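 note: more negative B-score means stronger inhibition of thallium flux through KCNK3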
# Target sequence (O14649 whole entry, looked up): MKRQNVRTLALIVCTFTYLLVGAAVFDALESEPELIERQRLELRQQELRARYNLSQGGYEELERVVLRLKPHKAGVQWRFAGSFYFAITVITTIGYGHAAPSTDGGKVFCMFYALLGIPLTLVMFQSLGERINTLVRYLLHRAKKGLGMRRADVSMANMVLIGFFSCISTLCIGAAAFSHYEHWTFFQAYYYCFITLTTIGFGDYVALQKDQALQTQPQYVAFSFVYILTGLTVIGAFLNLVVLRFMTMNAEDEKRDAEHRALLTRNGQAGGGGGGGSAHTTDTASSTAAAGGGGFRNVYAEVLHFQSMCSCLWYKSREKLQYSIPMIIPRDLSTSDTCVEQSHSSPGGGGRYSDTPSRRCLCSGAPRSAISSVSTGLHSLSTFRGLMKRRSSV
# KCNK9 block = blocks the human KCNK9 two-pore domain potassium channel. AID 488922. HEK293 KCNK9, FluxOR thallium flux fluorescence; hits give low values. B-score at 10 µM. Q9NPC2. hit rate 1.2% among 310,000;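 active = ratio B-score over 3 SD below the library mean, with starting fluorescence within 5 SD of its mean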;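 note: negative B-score means less thallium flux so channel inhibition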
# Target sequence (Q9NPC2 whole entry, looked up, the tested form may be a part): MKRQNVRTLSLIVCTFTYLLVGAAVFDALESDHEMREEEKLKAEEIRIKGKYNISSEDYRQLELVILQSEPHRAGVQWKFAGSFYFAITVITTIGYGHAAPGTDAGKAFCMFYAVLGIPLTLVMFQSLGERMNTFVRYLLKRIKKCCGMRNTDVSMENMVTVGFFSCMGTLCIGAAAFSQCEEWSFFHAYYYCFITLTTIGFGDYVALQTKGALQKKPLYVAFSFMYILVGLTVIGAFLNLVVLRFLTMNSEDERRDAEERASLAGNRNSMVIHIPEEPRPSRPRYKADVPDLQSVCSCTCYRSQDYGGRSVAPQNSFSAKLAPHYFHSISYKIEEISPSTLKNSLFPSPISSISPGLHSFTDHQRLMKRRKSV
# hERG protect = compounds protecting human hERG from proarrhythmic drug block | Q12809 | CHO-hERG, FluxOR thallium flux, dofetilide IC70 present | activation (rescue from dofetilide block), less the hit threshold, % at 10 µM | hit rate 0.51% among 310,000 | AID 1511;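 active = activation above the mean of controls blocked by dofetilide plus 5 SD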;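 note: thallium influx through hERG after potassium depolarization seen as dye fluorescence rise; in these data hits start at about 4.7%; inactives centre near -7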
# TRPC4 potent = allosteric potentiators of mouse TRPC4 channel; hit rate 0.42% among 310,000; Q9QUQ5; B-score at 10 µM; HEK293 TRPC4beta/mu-opioid, DAMGO EC20, Fluo-4 Ca2+ flux; hits give high values; AID 2227;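 active = B-score of calcium response area above 5 SD of library B-scores, with initial fluorescence ratio within 5 SD of library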;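 note: B-score of integrated fluorescence ratio over time as area under calcium response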
# TRPC4 agonist = activators of mouse TRPC4 channel. Q9QUQ5. hit rate 0.49% among 310,000. B-score at 10 µM. HEK293 TRPC4beta/mu-opioid, Fluo4 calcium fluorescence; hits give high values;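 active = B-score above 5 SD of library B-scores, and initial fluorescence ratio not above library mean plus 5 SD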;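 note: positive B-score marks a calcium rise read as TRPC4 activation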
#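 Test system: HEK293 cells stably co-expressing mouse TRPC4beta and mu-opioid receptor | Schedule: Fluo4 dye loading 45 min at room temperature, 110 s recording | Measured by: Kinetic Fluo4 calcium fluorescence, 5 s baseline at 1 Hz | Evaluation: B score of integrated ratio | Controls: Buffer (low) and maximal DAMGO (high)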
# KCNQ1 act = potentiators or activators of human KCNQ1 potassium channel; CHO-K1 KCNQ1, thallium flux FluxOR fluorescence; hits give high values; hit rate 0.35% among 310,000; P51787; B-score at 10 µM; AID 2648;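 active = fluorescence ratio B-score, a plate-corrected score, at least three library SD, with initial intensity B-score within 5 SD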
#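 Assay system: CHO-K1 cells stably expressing KCNQ1; Medium: assay buffer with matched DMSO; Also added: K+/Tl+ depolarizing stimulus; Dosing: single dose; Timing: dye 90 min, compound 20 min, room temperature; Measured by: kinetic FluxOR thallium fluorescence, 10-s 1-Hz baseline, 110-s post-stimulus read; Read-out: peak-minus-minimum fluorescence over initial fluorescence, negative-control normalized, B-scored.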
# ANO1 block = mouse TMEM16A channel inhibition, primary screen; HEK293 TMEM16A/YFP iodide influx fluorescence, ionomycin; Q8BHY3; AID 588511; normalized B-score (activity score, 25-100; higher = stronger inhibition) at 10 µM; hit rate 1.2% among 310,000;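 active = ratio plate-corrected score three or more library SD toward inhibition, starting fluorescence score within five deviations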;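 note: score derived from kinetic fluorescence span divided by baseline fluorescence per well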
# KCNQ1 inh = human KCNQ1 channel inhibition; P51787; CHO-K1 KCNQ1, FluxOR thallium flux fluorescence; hits give high values; B-score at 10 µM; hit rate 1.3% among 310,000;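 active = compounds whose thallium flux B-score, printed positive for inhibition, exceeds three library SD while starting fluorescence stays within three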;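 note: channel opened by potassium depolarization with thallium stimulus after 20 min compound exposure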
# HDAC3 inhib = inhibitors of human histone deacetylase 3; O15379; recombinant HDAC3, fluorogenic peptide/trypsin coupled, fluorescence; inhibition, % at 8.3 µM; hit rate 0.15% among 320,000; AID 2718; in the data active = inhibition above about 26%, passing the limit was not always enough; inconclusive = no clear call, values can overlap the other calls
# Starred values were filed as active, the others as inactive; i = inactive; ? = inconclusive; nt = not tested or not shown; & = joins results of further samples. A portion of the library (hit frequency here may not be typical).
# Values in the order – Dyrk1A ADPGlo	TMEM16A act	KCNK3 inh	KCNK9 block	hERG protect	TRPC4 potent	TRPC4 agonist	KCNQ1 act	ANO1 block	KCNQ1 inh	HDAC3 inhib
CCOc1ccc(CCNC(=O)CCc2nnc3ccc(N4CCCCC4)nn23)cc1OCC
 : 4	i	i	i	-11	i	i	i	i	i	5
O=[N+]([O-])c1ccc(-c2ccc(/C=N/n3cnnc3)o2)c(Br)c1
 : 0	i	i	i	7.5*	i	i	i	i	i	-4
CCC(CC)C(=O)NCCNC(=O)C(CC)CC
 : -7	i	i	i	-6	i	i	i	i	i	nt
CSCC[C@H](NC(=O)C1CCN(C(=O)[C@@H](N)Cc2ccccc2)CC1)C(=O)O
 : -4	nt	i	i	-4	i	i	i	i	i	-2
CCOC(=O)c1ccc(NC(=O)N2CCCCC2)cc1
 : -12	i	i	i	-7	i	i	i	i	i	3
CC(Oc1ccc(Cl)cc1Cl)c1nc(-c2ccc(NC(=O)c3ccncc3)cc2)no1 (configuration not stated)
 : 1	i	i	i	-7	i	i	i	25*	i	6
C/C(=N/OC(=O)c1c(-c2c(Cl)cccc2Cl)noc1C)c1cnccn1
 : nt	i	i	i	-12	i	i	i	i	i	4
CNS(=O)(=O)c1cccc(C(=O)OCC(=O)NC2CCCC2)c1
 : -1	i	i	i	-4	i	i	i	i	i	-3
CCn1c(SCC(=O)N/N=C/C=C/c2ccco2)nnc1-c1ccccc1
 : -1	i	i	i	-7	i	i	i	i	i	?
C[C@]12CCC(O)CC1CCC1C2CC[C@]2(C)C(c3cc(C(F)(F)F)n[nH]3)CCC12 (some centres not stated)
 : 2	i	i	-13*	-9	i	i	i	i	i	-3
CN(Cc1ccccc1)C(=O)[C@@H]1CCCN1S(=O)(=O)c1ccc(Cl)cc1
 : -11	i	i	i	-2	i	i	i	i	i	-3
CC(OC(=O)c1ccc(S(=O)(=O)N(C)c2ccccc2)cc1)C(=O)NCCC1=CCCCC1 (configuration not stated)
 : -6	i	i	i	-8	i	i	i	i	i	3
N#Cc1c(N2C(=O)C3C4C=CC(C4)C3C2=O)sc2c1CCC2 (configuration not stated)
 : 0	nt	i	i	-4	i	i	i	i	i	-1
COc1cc(/C=C/C(=O)Nc2nc3ccc(S(=O)(=O)N(C)C)cc3s2)cc(OC)c1OC
 : 9	i	i	i	-6	i	i	i	i	i	-6
Clc1cccc(Cl)c1CON/C=N/c1ncnc2sccc12
 : 1	i	i	i	-10	i	i	i	i	i	-3
O=C(Nc1cccc(C(F)(F)F)c1)c1cccc(NS(=O)(=O)c2ccc(O)c(C(=O)O)c2)c1
 : 7	i	i	i	-1	22*	i	i	i	i	4
CCOC(=O)N1CCC(N(CCN(C)C)C(=S)Nc2ccc(F)c(Cl)c2)CC1
 : 2	i	i	i	-7	i	i	i	i	i	-5
Cc1sc2nc(COC(=O)c3cccc(S(=O)(=O)N(C)c4ccccc4)c3)[nH]c(=O)c2c1C
 : -6	i	i	i	-11	i	i	i	i	i	4
CCC(=O)Nc1cccc(NC(C)=O)c1
 : nt	nt	nt	i	1	i	i	i	nt	i	nt
Cc1cc(Cl)ccc1NC(=O)CN1CCC(C(O)(c2ccccc2)c2ccccc2)CC1
 : -4	i	i	i	-9	i	i	i	i	i	15
CCCCC(=O)Nc1ccc(C(=O)N2CCC(C(=O)OCC)CC2)cc1
 : 6	i	i	i	-5	i	i	i	i	i	2
O=C(Nc1ccc(N2CCCCC2)c(Cl)c1)c1ccc(N2CCOCC2)c([N+](=O)[O-])c1
 : 5	i	i	i	-4	i	i	i	i	i	13
O=C(Cc1ccccc1)NNC(=O)C1CCCC1
 : 2	i	i	i	-5	i	i	i	i	i	3
COc1ccc(N2CCN(C(=O)c3cc4c(s3)-c3ccccc3OC4)CC2)cc1
 : 5	i	i	i	-13	i	i	i	i	i	-5
CC(C)(C)C(=O)NC1CCN(S(=O)(=O)c2ccc(C(F)(F)F)cc2)CC1
 : -3	i	i	i	-6	i	i	i	i	i	3
CSCCCNC(=O)c1ccccc1OC1CCN(S(C)(=O)=O)CC1
 : -14	i	i	i	-20	i	i	i	i	i	7
O=C(Nn1cnnc1)c1ccccc1F
 : 2	i	i	i	-1	i	i	i	i	i	-6
CCOC(=O)C(CC)(CC)C(=O)/C=C/c1cccc(Br)c1
 : 3	i	i	i	-8	i	i	i	i	i	4
CCN(c1ccccc1)S(=O)(=O)c1ccc(Cl)c(NC(=O)CSc2nncs2)c1
 : 3	i	i	i	-9	i	i	i	i	i	-8
C=C(C)Cn1c(N2CCN(c3ccc(OC)cc3)CC2)nc2c1c(=O)n(C)c(=O)n2C
 : -8	i	i	i	-10	i	i	i	i	i	-9

# More results.
# Values in the order – Dyrk1A ADPGlo	TMEM16A act	KCNK3 inh	KCNK9 block	hERG protect	TRPC4 potent	TRPC4 agonist	KCNQ1 act	ANO1 block	KCNQ1 inh	HDAC3 inhib
CC(=O)Nc1ccc(NC(=O)C2CCCN(S(=O)(=O)c3ccc(-n4cnnn4)cc3)C2)cc1 (configuration not stated)
 : -5	i	i	i	2	i	i	i	i	i	1
O=C(c1ccoc1)N1CCC2(CC1)Oc1ccc(Cl)cc1C(=O)C21CC(c2ccccc2)=NO1 (configuration not stated)
 : 4	i	i	i	-16	i	i	i	i	i	6
COCCN(C(=O)CC1C(=O)NCCN1Cc1ccc(-c2ccccc2)cc1)C(C)C (configuration not stated)
 : -2	i	i	i	-11	i	i	i	i	i	-6
Cc1nc(C(=O)Nc2ccccc2)sc1C1(C)CC(c2cccnc2)=NO1 (configuration not stated)
 : 5	i	i	i	-8	i	i	i	i	i	-1
Nc1cccc(C(=O)NCCNC(=O)c2cccc(N)c2)c1
 : -3	i	i	i	-5	i	i	i	i	i	nt
O=C(CSc1nnc(-c2c[nH]c3ccccc23)o1)N1CCCCC1
 : -10	i	i	i	-8	i	i	i	i	i	1
Cc1c([N+](=O)[O-])c([N+](=O)[O-])nn1CC(=O)NCc1cccnc1
 : -2	i	i	i	-3	i	i	i	i	i	-7
CN1C(=O)NC(NC(=O)C2CCCCC2)(C(F)(F)F)C1=O (configuration not stated)
 : 12	i	i	i	-7	i	i	i	i	i	0
O=c1oc2ccccc2cc1-c1nc(-c2cccs2)cs1
 : -3	i	i	i	-7	i	i	i	i	i	?
Fc1ccccc1N1CCN(CCCNc2ccc3nncn3n2)CC1
 : 6	i	i	i	-10	i	i	i	i	i	4
COc1cc(C(=O)NNC(=O)C2CC2)cc(OC)c1OC
 : -3	i	i	i	-3	i	i	i	i	i	3
Cc1ccc(C2N(c3ccc(F)cc3)C(=O)C3CCCN32)cc1 (configuration not stated)
 : 10	i	i	i	0	i	i	i	i	i	-1
O=C(O)c1cc(-c2ccc(Cl)cc2)n(-c2ccccc2)n1
 : 0	i	i	i	-8	i	i	i	i	i	-4
CCCCN(CC)CCNS(=O)(=O)c1ccc2c(c1)oc(=O)n2C
 : 2	i	i	i	-18	i	i	i	i	i	0
Nc1cccc(C(=O)Nc2ccc(N)cc2Cl)c1
 : -4	i	i	i	-7	i	i	i	i	i	5
CCN(CC)P(=O)(Nc1ccccc1Br)c1ccc(N(C)C)cc1NC(=O)c1ccco1 (configuration not stated)
 : 2	i	i	i	1	i	i	i	i	i	?
CCOC(=O)N1CCc2c(sc(NC(=O)CN3CCOCC3)c2C#N)C1
 : nt	i	i	i	-3	i	i	i	i	i	1
COc1ccc(C(=O)C2CCCN(C(=O)c3noc4c3CCCC4)C2)c(C)c1 (configuration not stated)
 : 14	i	i	i	-4	i	i	i	i	i	-3
CCc1ccc(-c2cc(C(=O)Nc3c(C)n(C)n(-c4ccccc4)c3=O)c3ccccc3n2)s1
 : -5	i	i	i	-11	i	i	i	i	i	-7
O=C(c1ccc(Cl)nc1)c1cccs1
 : nt	nt	nt	i	-5	i	i	i	i	i	0
COc1ccc(-c2nc(CS(=O)(=O)CC(=O)NCc3ccccc3Br)c(C)o2)cc1
 : -5	i	i	i	-10	i	i	i	i	i	nt
Cc1ccc(S(=O)(=O)Cn2cnnn2)cc1
 : 1	i	i	i	-8	i	i	i	i	i	?
CC(C)(C)NC(=O)C(c1ccccn1)N(C(=O)c1csnn1)C1CCCC1 (configuration not stated)
 : -6	i	i	i	-13	i	i	i	i	i	-3
CCC(C)NS(=O)(=O)c1ccc(NC(=O)C(Sc2ccccc2)c2ccccc2)cc1 (configuration not stated)
 : 4	i	i	i	-6	i	i	i	i	i	3
CC(C)(C)c1cc(CN2CCOCC2)c(C(=O)O)o1
 : 4	i	i	i	-3	i	i	i	i	i	4
O=C(c1ccco1)N1CCN(C(=O)c2ccc(COc3ccc(Cl)cc3Cl)o2)CC1
 : -5	i	i	i	-25	i	i	i	i	i	8
Clc1cnc(Nc2cccnc2)c(Cl)c1
 : 0	i	i	i	-3	i	i	i	i	i	2
CC(=O)CCc1c(C)[nH]c2ccc(NC(C)=O)cc2c1=O
 : 0	i	i	i	-2	i	i	i	i	i	-8
COc1ccc(N(CC(=O)NCCOc2ccccc2)S(=O)(=O)c2ccc(C)cc2)cc1
 : 13	i	i	i	-7	i	i	i	i	i	2
O=C(CCNS(=O)(=O)c1ccc(Br)s1)NCc1ccccc1
 : 0	i	i	i	-7	i	i	i	i	i	-3

# Next part.
# Values in the order – Dyrk1A ADPGlo	TMEM16A act	KCNK3 inh	KCNK9 block	hERG protect	TRPC4 potent	TRPC4 agonist	KCNQ1 act	ANO1 block	KCNQ1 inh	HDAC3 inhib
CC(=O)c1cnc(Nc2nc(C)c3ccc(C)cc3n2)nc1C
 : -2	i	i	i	-18	i	i	i	i	i	2
CCOc1ccc(CN2CCCC(CO)(Cc3ccccc3F)C2)cc1 (configuration not stated)
 : 5	i	i	i	-5	i	i	i	i	i	0
OCCN(CCO)CC(O)COc1ccc(Br)cc1 (configuration not stated)
 : 15	i	i	i	-14&-8	i	i	i	i	i	3&-1
CCN(CC)C(=O)Oc1ccccc1NC(C)=O
 : -14	i	i	i	-18	i	i	i	i	i	-4
COc1cc(OC)cc(C(=O)Nc2ccc(S(=O)(=O)Nc3cc(C)nc(C)n3)cc2)c1
 : nt	nt	nt	i	-15	i	i	i	i	i	-1
COc1cccc(-n2c(C)c3c(OC)cccc(=O)c3c2C)c1
 : 11	i	i	i	-14	i	i	i	i	i	7
CN(c1nc2ccccc2nc1Cl)S(=O)(=O)c1ccccc1
 : 18	i	i	i	-17	i	i	i	i	i	1
